Source: PubChem (The Scripps Research Institute Molecular Screening Center)
LYPLA1 inh: LYPLA1 inhibitors, primary screen, counter-screen for PME1 inhibitor project, biochemical, fluorescence polarization, FP-Rh probe ABPP; Acyl-protein thioesterase 1 (Homo sapiens), O75608; recombinant LYPLA1; inhibition, % at 5.9 µM; 0.16% of 320,000 active; AID 2174, 2009;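 active = inhibition above the mean of all tested compounds plus 3 SD, set per campaign, cut at about 14% in these data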;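 note: inhibitors block serine hydrolase probe labeling of LYPLA1 so polarization falls; 0% = enzyme with DMSO and 100% = wells lacking LYPLA1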
PREPL inh: PREPL enzyme inhibitors, primary screen, biochemical, fluorescence polarization; Prolyl endopeptidase-like (Homo sapiens), Q4J6C6; recombinant PREPL, fluorescence polarization activity-based probe; inhibition, % at 5.96 µM; 0.68% of 320,000 active; AID 2751, 2010; in the data active = inhibition above about 43%;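 note: 0% = enzyme with DMSO and 100% = wells lacking enzyme; many of its hits are not listed in these tables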
PAD4 inh: human PAD4 inhibitors, primary screen, biochemical, fluorescence polarization, 1536-well format. inhibition, % at 6.36 µM. recombinant PAD4, RCA probe fluorescence polarization. 0.41% of 330,000 active;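 active = percent inhibition above a cutoff equal to the mean of all tested compounds plus 3 SD, cut at about 15% in these data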;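 note: 0% = PAD4 with RCA probe and DMSO and 100% = probe without PAD4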
Target sequence (Q9UM07 whole entry, looked up): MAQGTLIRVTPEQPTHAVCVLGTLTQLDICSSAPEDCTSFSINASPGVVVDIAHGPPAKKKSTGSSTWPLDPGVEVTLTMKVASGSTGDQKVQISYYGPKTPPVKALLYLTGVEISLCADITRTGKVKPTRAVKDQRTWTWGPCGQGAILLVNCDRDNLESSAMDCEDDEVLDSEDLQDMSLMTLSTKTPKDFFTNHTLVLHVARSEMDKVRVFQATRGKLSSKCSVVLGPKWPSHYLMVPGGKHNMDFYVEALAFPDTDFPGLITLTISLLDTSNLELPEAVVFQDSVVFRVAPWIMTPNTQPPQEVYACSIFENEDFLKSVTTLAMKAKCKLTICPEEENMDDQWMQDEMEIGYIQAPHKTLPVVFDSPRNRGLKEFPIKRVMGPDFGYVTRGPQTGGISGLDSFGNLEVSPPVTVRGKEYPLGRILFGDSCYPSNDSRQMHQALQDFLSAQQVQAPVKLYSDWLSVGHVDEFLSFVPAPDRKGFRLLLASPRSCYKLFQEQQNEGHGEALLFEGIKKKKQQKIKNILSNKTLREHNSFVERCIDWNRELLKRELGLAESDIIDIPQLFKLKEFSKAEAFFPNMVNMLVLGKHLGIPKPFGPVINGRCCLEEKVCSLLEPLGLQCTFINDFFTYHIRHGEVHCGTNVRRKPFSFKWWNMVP
LYPLA2 counter: LYPLA2 inhibitors, primary screen, counter-screen for PME1 inhibitor project, biochemical, fluorescence polarization, FP-Rh probe ABPP; Acyl-protein thioesterase 2 (Homo sapiens), O95372; recombinant LYPLA2; inhibition, % at 5.9 µM; 0.38% of 320,000 active;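 active = inhibition above the screen-wide mean plus 3 SD, limit set per campaign, cut at about 26% in these data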;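 note: 0% = LYPLA2 with DMSO and 100% = wells lacking LYPLA2 enzyme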
GSTO1 counter: inhibitors of recombinant GSTO1, primary screen, counter-screen for RBBP9 inhibitor project, biochemical, fluorescence polarization. inhibition, % at 5.96 µM. 1.1% of 300,000 active. Glutathione S-transferase omega-1 (Homo sapiens), P78417. activity-based probe fluorescence polarization;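 active = inhibition above the campaign mean inhibition plus 3 SD, cut at about 35% in these data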;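 note: 0% = GSTO1-1 with DMSO and 100% = wells lacking GSTO1-1 enzyme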
PAFAH1B3 FP inh: PAFAH1B3 enzyme inhibitors, primary screen, biochemical, fluorescence polarization, human; Platelet-activating factor acetylhydrolase IB subunit alpha1 (Homo sapiens), Q15102; recombinant PAFAH1B3, FP-rhodamine probe; inhibition, % at 3.39 µM; 0.28% of 340,000 active;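 active = inhibition above the screen-wide average of all tested compounds plus 3 SD, cut at about 25% in these data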;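 note: 0% = enzyme with DMSO only and 100% = wells lacking PAFAH1B3 protein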
PAFAH2 inh: PAFAH2 enzyme inhibitors, primary screen, biochemical, fluorescence polarization, human; Platelet-activating factor acetylhydrolase 2, cytoplasmic (Homo sapiens), Q99487; recombinant PAFAH2, FP-rhodamine activity probe; inhibition, % at 3.39 µM; 0.99% of 340,000 active;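 active = inhibition above the mean over all tested compounds plus 3 SD, cut at about 30% in these data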;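 note: inhibitors block probe labeling of enzyme so polarization drops; 0% = enzyme with DMSO and 100% = wells lacking PAFAH2 protein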
pPAFAH inh: pPAFAH enzyme inhibitors, primary screen, biochemical, fluorescence polarization, human | 1.5% of 330,000 active | Platelet-activating factor acetylhydrolase (Homo sapiens), Q13093 | inhibition, % at 3.39 µM | recombinant pPAFAH, FP-rhodamine probe fluorescence polarization;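 active = inhibition above the mean inhibition across the screen plus 3 SD, cut at about 25% in these data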;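 note: inhibitors block binding of the rhodamine activity-based probe so polarization drops; 0% = enzyme with DMSO and 100% = wells lacking pPAFAH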
Target sequence (Q13093 whole entry, looked up): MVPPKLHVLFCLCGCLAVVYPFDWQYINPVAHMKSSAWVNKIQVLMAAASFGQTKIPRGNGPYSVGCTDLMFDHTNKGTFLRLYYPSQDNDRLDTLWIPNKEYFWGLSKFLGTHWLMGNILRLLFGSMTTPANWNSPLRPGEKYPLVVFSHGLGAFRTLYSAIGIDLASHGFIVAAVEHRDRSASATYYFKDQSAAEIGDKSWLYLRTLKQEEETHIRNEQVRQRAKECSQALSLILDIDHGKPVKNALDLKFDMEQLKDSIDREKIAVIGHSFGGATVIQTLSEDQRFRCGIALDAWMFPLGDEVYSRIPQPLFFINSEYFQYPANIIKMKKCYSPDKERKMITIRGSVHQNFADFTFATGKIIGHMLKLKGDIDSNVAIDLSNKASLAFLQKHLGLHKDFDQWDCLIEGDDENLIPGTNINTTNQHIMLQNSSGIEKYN
PAFAH1B2 inh: PAFAH1B2 enzyme inhibitors, primary screen, biochemical, fluorescence polarization, human; Platelet-activating factor acetylhydrolase IB subunit alpha2 (Homo sapiens), P68402; recombinant PAFAH1B2, FP-rhodamine activity probe; inhibition, % at 3.39 µM; 1.2% of 340,000 active; AID 492953, 2010;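 active = inhibition above the mean of all tested compounds plus 3 SD, cut at about 24% in these data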;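 note: 0% = enzyme with DMSO and 100% = wells lacking PAFAH1B2; many of its hits are not listed in these tables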
The depositor's hits bear a star; x = no result given; & = joins results of further samples. The list is partial. The share of hits here may be higher or lower than overall.

SMILES | LYPLA1 inh | PREPL inh | PAD4 inh | LYPLA2 counter | GSTO1 counter | PAFAH1B3 FP inh | PAFAH2 inh | pPAFAH inh | PAFAH1B2 inh
Cc1nn(Cc2ccccc2Cl)c(Cl)c1C(=O)O | 5 | 7 | 1 | -1 | -1 | 6 | -9 | 10 | 6
Cc1ccc(N2C(=O)NC(=O)/C(=C\C=C\c3ccco3)C2=O)cc1C | -4 | -11 | -13 | -13 | -15 | 8 | 25 | 15 | 0
Cc1ccsc1C(=O)C1CCCN(Cc2cnc(N)nc2)C1 (centres undefined) | 11 | -3 | 3 | 1 | 4 | 6 | 2 | -2 | -4
CCCN1CCC2(CC1)NC(CO)(CO)CO2 | 0 | -5 | -3 | 4 | 0 | 1 | -8 | 3 | -2
Cc1cc(C)cc(NC2=NCCCS2)c1 | 2 | -9 | -3 | 10 | 0 | 9 | -4 | 4 | 3
CC(=O)Nc1ccc(OC(=O)N(C)C)cc1 | -2 | 2 | -2 | 0 | 5 | 1 | 3 | 3 | 2
CC(=C1C(=O)c2ccccc2C1=O)N1CCN(CCN=Cc2c(O)n(C)c(=O)n(C)c2=O)CC1 | -2 | 24 | -1 | 0 | -6 | -5 | -3 | -3 | 2
Cn1c2ccccc2c2cnn(CC(=O)N3CCC4(CC3)OCCO4)c(=O)c21 | 0 | -2 | 3 | 2 | 4 | x | x | 7 | x
COc1ccc2cc(C(=O)C3CCCN(C4CCOCC4)C3)ccc2c1 (centres undefined) | -1 | -7 | 0 | -1 | -2 | 8 | -6 | -2 | -1
O=C1CC(c2ccccc2)CC(O)=C1C=NCCN1CCN(C(=O)Cc2ccccc2)CC1 (centres undefined) | 2 | 7 | 1 | 0 | -3 | 10 | -7 | 3 | 7
O=C(O)C1Cc2ccccc2N2CCCC12 (centres undefined) | -1 | 25 | 6 | 1 | 21 | 6 | -2 | 5 | 3
Nc1c(C(=O)NCCCc2ccccc2)c2nc3ccccc3nc2n1Cc1cccs1 | -2 | 8 | -13 | 0 | 58* | -1 | -14 | -1 | -1
NC1C2CN3CCN(C2)CC1(c1ccccc1)C3 (centres undefined) | 1 | 23 | 2 | 0 | -7 | 0 | 3 | 1 | 2
COc1ccc(N2CC2c2ccncc2)cc1 (centres undefined) | 1 | 12 | 0 | 1 | 4 | 2 | -3 | 3 | -1
Nc1ccc2ccc3cccc[n+]3c2c1 | 3 | 38 | 12 | 8 | 33 | 3 | 3 | 4 | 3
CN(C)C(=O)Oc1ccc(OCc2nc3ccccc3[nH]2)cc1 | 1 | 0 | 1 | 10 | -9 | -3 | 1 | 0 | 4
NC(=O)Nc1cccc(C(F)(F)F)c1 | 3 | 7 | -3 | 12 | -5 | 4 | -9 | 2 | -1
CCOC(=O)c1ccccc1NC(=O)c1c(O)[nH]c(=S)[nH]c1=O | 1 | -6 | -2 | -6 | 0 | 2 | 2 | 0 | 8
COc1ccc(CC(=O)N2CCN(C)CC2)cc1OC | -1 | 0 | 2 | 2 | -1 | 12 | 7 | 1 | 6
CN1CCN(Cc2ccccc2C(F)(F)F)CC1 | 2 | -27 | 7 | -2 | 0 | -4 | -1 | -5 | 4
COc1ccc(NP(=O)(Oc2ccc(Cl)cc2)Oc2ccc(Cl)cc2)cc1OC | -8 | 11 | 2 | -7 | -7 | 6 | -9 | 0 | 9
CCOCN(C(=O)CCl)c1c(C)cccc1CC | 4 | 8 | 0 | 3 | 83* | 6 | 2 | 5 | 1
C/C=C1/C[N+]2(C)CCC34C(=C(C=O)[C@H]1C[C@@H]32)Nc1ccccc14 (some centres undefined) | -1 | -3 | -1 | 4 | -4 | -5 | 4 | 8 | 0
Cc1cccnc1-n1c(C)nc2ccccc2c1=O | 2 | 13 | 0 | -1 | 7 | 1 | -1 | 5 | 4
COc1ccc(CCn2c(O)c(/C=N/N3CCOCC3)c(=O)[nH]c2=O)cc1OC | -1 | 0 | 3 | 6 | -2 | x | x | 1 | x

Rewritten with two lines to a compound: entries from further up.
Fields: LYPLA1 inh, PREPL inh, PAD4 inh, LYPLA2 counter, GSTO1 counter, PAFAH1B3 FP inh, PAFAH2 inh, pPAFAH inh, PAFAH1B2 inh
Cn1c2ccccc2c2cnn(CC(=O)N3CCC4(CC3)OCCO4)c(=O)c21
  0, -2, 3, 2, 4, x, x, 7, x
COc1ccc2cc(C(=O)C3CCCN(C4CCOCC4)C3)ccc2c1 (centres undefined)
  -1, -7, 0, -1, -2, 8, -6, -2, -1

More results follow:
SMILES | LYPLA1 inh | PREPL inh | PAD4 inh | LYPLA2 counter | GSTO1 counter | PAFAH1B3 FP inh | PAFAH2 inh | pPAFAH inh | PAFAH1B2 inh
COC(=O)C1=C(c2ccc(S(C)(=O)=O)cc2)C[C@@H]2CC[C@H]1N2C(=O)N1CCCCC1 | -1 | 4 | -2 | 1 | 0 | 0 | 2 | 2 | -1
CNCC(O)c1cc(OCc2ccccc2)c(OCc2ccccc2)cc1F (centres undefined) | -3 | -2 | -2 | 5 | 4 | 6 | -4 | -2 | 2
NS(=O)(=O)c1ccc(N=Cc2c(O)n(C3CCCCC3)c(=O)n(C3CCCCC3)c2=O)cc1 | 2 | -3 | -1 | 5 | 17 | 1 | 3 | 7 | 0
Cn1cc(C(=O)OCC(=O)NC2CCCCC2)c2ccccc21 | -2 | 2 | 0 | -8 | x | 3 | 72* | 33* | 5
Cc1nc2ccccc2c(=O)n1-c1cc([N+](=O)[O-])cc([N+](=O)[O-])c1 | -4 | 14 | -4 | -5 | 9 | 8 | -2 | -1 | 2
C/C(=N\N1CCCCCC1)c1c(O)n(C2CCCCC2)c(=O)[nH]c1=O | 0 | -5 | 3 | 2 | 6 | 6 | 5 | -4 | 0
CC(C)Sc1nnc([C@@H](N)Cc2ccccc2)o1 | 3 | 13 | -4 | 2 | -3 | 0 | -7 | 2 | 0
Cc1ccc(C(O)(c2ccc(C)c(C)c2)C2CN3CCC2CC3)cc1C (centres undefined) | -5 | -26 | -1 | -3 | -2 | 1 | 2 | 6 | 0
CN1CCN(C(=O)COc2ccc(S(=O)(=O)NC3CCCCC3)cc2Cl)CC1 | -1 | 5 | -2 | 3 | 2 | -4 | -2 | 9 | -1
COc1ccc(-n2c(-c3ccccc3)nc3ccccc3c2=O)cc1 | 2 | -6 | 0 | 6 | 5 | 9 | -5 | 2 | 2
C=C(C)CSc1nnc([C@@H](N)Cc2ccccc2)o1 | -1 | -5 | -4 | -2 | 2 | 4 | 0 | 0 | -2
COC(=O)C1=C(c2ccccc2OCc2ccccc2)C[C@@H]2CC[C@H]1N2C(=O)NCCc1ccc(F)cc1 | -3 | 14 | 0 | -5 | x | 14 | 0 | 6 | 4
COC(=O)[C@]12OC[C@]34C([C@@H](O)[C@@H]1O)[C@]1(C)CC(=O)C(O)=C(C)[C@@H]1C[C@H]3OC(=O)[C@H](O)[C@@H]24 (some centres undefined) | 2 | 8 | 0 | 1 | 2 | 12 | 4 | -1 | 1
COc1ccc(C(C)=O)cc1CN1CC=C(c2ccccc2)CC1 | -4 | -14 | 1 | -4 | -1 | 7 | -2 | 4 | 2
O=C(COc1ccc2ccccc2c1)N1CCN(Cc2c[nH]c3ccccc23)CC1 | 2 | 2 | -4 | 1 | 9 | 10 | 6 | 12 | 8
Cc1cc(Cl)ccc1OCC(=O)O | -3 | -1 | -2 | -5 | 1 | 6 | -9 | -1 | 2
N#CSCC(=O)N1c2ccccc2CCc2ccccc21 | 1 | 2 | 9 | 2 | 7 | 1 | 2 | 2 | 7
Cc1cc2c(C(F)(F)F)cc(=O)oc2c2c1NCCC2 | 0 | 6 | -3 | -6 | -7 | 9 | 0 | 1 | -2
CC/C(=N\NC(=O)c1ccccc1O)c1c(O)n(Cc2ccccc2)c(=O)[nH]c1=O | 0 | 10 | -6 | 0 | 10 | 13 | 19 | 16 | 26*
N#Cc1ccc(NC(=O)CN2C(=O)NC3(CCCC3)C2=O)cc1Cl | -2 | -1 | -3 | -3 | -3 | 4 | -4 | -3 | 3
CCOC(=O)/C(CCCN(CC)CC)=N\O | 2 | -4 | -2 | -2 | 4 | -2 | -3 | 2 | 5
O=C(NC1CN2CCC1CC2)c1ccc(-c2ccc([N+](=O)[O-])cc2)o1 (centres undefined) | -4 | -15 | -3 | -4 | -1 | 6 | 8 | 5 | -8
CCSc1nnc([C@@H](N)Cc2ccccc2)o1 | -2 | 8 | 0 | 4 | -1 | 1 | -6 | 2 | 7
CC1CCCN(C(=O)CCl)C1 (centres undefined) | 2 | -5 | 1 | 15 | 66* | 10 | -3 | 2 | -1
COc1cc(/C=C(/C)[N+](=O)[O-])ccc1OCc1ccccc1Cl | -4 | 20 | -1 | -2 | -4 | 2 | 4 | 10 | 3
(cont.)
SMILES | LYPLA1 inh | PREPL inh | PAD4 inh | LYPLA2 counter | GSTO1 counter | PAFAH1B3 FP inh | PAFAH2 inh | pPAFAH inh | PAFAH1B2 inh
CCC(=NCc1ccco1)c1c(O)n(-c2ccc(Cl)cc2)c(=O)[nH]c1=O | 3 | 7 | 6 | 2 | -1 | 2 | -4 | 5 | 0
CCCCN1C(=N)C(CC)(CC)C(=O)NC1=O | 0 | 2 | -2 | -2 | -1 | 9 | -7 | 2 | 2
COc1cc(OC)cc(C(=O)NC(=S)N2C[C@H]3C[C@H](C2)c2cccc(=O)n2C3)c1 | 4 | 13 | 3 | 14 | 2 | 6 | 3 | 1 | -1
CN1CCC2(CC1)C(C#N)=C(N)NC(S)=C2C#N | -6&-7 | 37&32 | -22&-26 | -6&-14 | -16&0 | 0&0 | -4&-5 | 16&16 | -3&-1
C=CCn1c(O)c(C(C)=NC2CC2)c(=O)[nH]c1=O | 5 | -4 | -1 | 1 | 3 | 12 | 3 | -1 | -1
ClC(Cl)=C(c1ccc(Cl)cc1)c1ccc(Cl)cc1 | -2 | 2 | 3 | 0 | 4 | -1 | 2 | 6 | 25*
CS(=O)(=O)N1CCCC(C(=O)N2CCC3(CC2)OCCO3)C1 (centres undefined) | 2 | 13 | 2 | 9 | 8 | -2 | -11 | -1 | 1
CCOC(=O)c1ccc(-[n+]2c(-c3ccccc3)cc(-c3ccccc3)cc2-c2ccccc2)cc1 | 1 | 8 | -2 | 3 | -1 | 14 | -12 | 4 | -5
COC(=O)C1=C(c2cccc(OC)c2OC)C[C@@H]2CC[C@H]1N2C(=O)N1CCCC1 | 0 | 1 | -4 | -4 | 2 | 5 | 5 | 1 | 2
C/C(=N\NC(=O)c1ccncc1)c1c(O)[nH]c(=O)[nH]c1=O | 5 | -2 | -2 | 0 | 0 | x | x | 0 | x
Cc1cc(S(=O)(=O)NCc2ccccc2)ccc1OCC(=O)N1CCN(C)CC1 | 0 | 5 | 0 | 1 | 9 | -1 | -8 | -3 | 0
CCCn1cc(CN2CCCC(C(=O)c3cccc(OC)c3)C2)c(C)n1 (centres undefined) | 2 | 2 | -4 | 4 | 0 | 2 | -6 | 2 | -7
NC(=O)c1cn(C2OC(CO)C(O)C2O)c2ncnc(N)c12 (centres undefined) | 2 | 4 | -2 | 3 | -6 | 10&-2 | 2&2 | 7 | 0&-6
